Compound activity (PubChem BioAssay)
UHRF1 binding: UHRF1 methylated DNA binding inhibitors, primary screen, counter-screen for MBD2 inhibitor project, biochemical, TR-FRET, human UHRF1, single concentration. UHRF1 binding to methylated oligo. inhibition, % at 4.4 µM. 0.75% of 370,000 active; in the data active means inhibition above about 21%;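 further: UHRF1 SRA domain binding a hemimethylated CpG hairpin DNA probe; 0% = median of test compound wells and 100% = reference inhibitor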
ABHD4 inh: ABHD4 inhibitors, primary screen, biochemical, fluorescence polarization, mouse | purified mABHD4, FP-Rh probe fluorescence polarization | inhibition, % at 8.92 µM | 0.54% of 370,000 active | (Lyso)-N-acylphosphatidylethanolamine lipase (Mus musculus), Q8VD66;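 active means inhibition exceeding the mean over every tested compound plus 3 SD, cut at about 30% in these data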;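 further: 0% = plate median of compound wells and 100% = S159A mutant with DMSO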
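Assay system: mABHD4 protein; medium: HEPES pH 7.0, NaCl, Pluronic buffer; dosing: 8.92 µM, single dose; schedule: 45 min + 60 min at 25 °C; signal: FP readout, ex 525 nm / em 598 nm; read-out: normalized percent inhibition of probe labeling; repeats: single replicate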
TCR CD3 inh: inhibitors of human TCR-CD3 interaction, primary screen, biochemical, fluorescence, TAMRA-labeled TCR probe | T-cell receptor (TCR) | inhibition, % at 9.4 µM | 0.37% of 360,000 active; in the data active means inhibition above about 19%;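 further: recombinant mutant TCR 2C K166C tagged with TAMRA read by polarization; 0% = receptor in buffer alone and 100% = receptor with positive control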
SIAE inh: human SIAE inhibitors, primary screen, biochemical, fluorescence polarization, FP-Rh probe, 1536-well HTS | 0.69% of 370,000 active | AID 1053197, 2014 | SIAE FP-Rh probe binding | Sialate O-acetylesterase (Homo sapiens), Q9HAT2 | inhibition, % at 9.66 µM;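 active means inhibition above a cutoff: mean of compounds within the control limits plus 3 SD of those, cut at about 17% in these data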;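 further: 0% = plate median of compound wells and 100% = probe without SIAE protein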
NPR2 activator: human GC-B receptor activators, primary screen, HEK293 GC-B cells, cGMP TR-FRET, EC30 CNP; AID 1920062, 2024; activation, % at 10 µM; 0.11% of 370,000 active; Atrial natriuretic peptide receptor 2 (Homo sapiens), P20594; 0% at EC30 CNP, 100% saturating CNP;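 active means activation at 10 µM reaching about 35% in either raw or pattern-adjusted values, limit read from the data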
PRMT1 inh: PRMT1 methyltransferase inhibitors, primary screen, biochemical, fluorescence polarization; Protein arginine N-methyltransferase 1 (Homo sapiens), Q99873; recombinant PRMT1, activity-based probe fluorescence polarization; inhibition, % at 2.79 µM; 1.3% of 370,000 active;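 active means inhibition above about 21% made by adding two undisclosed values, limit read from the data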
Target sequence (Q99873 whole entry, looked up): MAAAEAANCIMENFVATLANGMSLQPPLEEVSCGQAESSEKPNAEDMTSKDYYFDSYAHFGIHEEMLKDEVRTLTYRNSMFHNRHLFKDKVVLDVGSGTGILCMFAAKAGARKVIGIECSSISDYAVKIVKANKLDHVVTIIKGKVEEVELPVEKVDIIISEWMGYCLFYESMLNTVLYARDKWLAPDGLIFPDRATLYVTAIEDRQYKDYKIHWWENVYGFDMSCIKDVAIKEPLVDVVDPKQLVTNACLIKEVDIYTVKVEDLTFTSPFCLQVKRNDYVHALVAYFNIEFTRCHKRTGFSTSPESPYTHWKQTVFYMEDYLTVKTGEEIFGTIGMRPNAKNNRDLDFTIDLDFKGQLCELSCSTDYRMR
rCAG RNA binder: binders of r(CAG) RNA repeats, primary screen, biochemical, fluorescence; r(CAG) RNA repeat, TO-PRO-1 dye displacement fluorescence; inhibition, % at 3 µM; 1.3% of 370,000 active;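 active means inhibition above the plate cutoff, the mean of all test compounds on that plate plus 3 SD, cut at about 35% in these data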;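 further: 0% = DMSO alone and 100% = 100 µM mitoxantrone as full dye displacement; higher means more dye released from RNA so lower well fluorescence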
GC-A act: GC-A stimulated cGMP production enhancers – HEK293 GC-A cells, cGMP TR-FRET, EC30 ANP, primary screen; Atrial natriuretic peptide receptor 1 (Homo sapiens), P16066; 0% at EC30 ANP, 100% saturating ANP; activation, % at 10 µM; 0.14% of 370,000 active; in the data active means activation above about 40%
MBD2 DNA inh: inhibitors of MBD2 binding to methylated DNA, primary screen, biochemical, TR-FRET, DNA-binding domain, human | Methyl-CpG-binding domain protein 2 (Homo sapiens), Q9UBB5 | MBD2 binding to methylated oligonucleotide | inhibition, % at 4.4 µM | 0.31% of 370,000 active | AID 686964, 2013; in the data active means inhibition above about 13%
HTRA1 inhibitor: HTRA1 serine protease inhibitors, primary screen, biochemical, fluorescence polarization, HTS; recombinant HTRA1, FP-rhodamine activity-based probe; Q92743; 0.5% of 340,000 active; inhibition, % at 5.96 µM; in the data active means inhibition above about 36%;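 further: 0% = enzyme with DMSO and 100% = wells lacking enzyme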
Target sequence (Q92743 whole entry, looked up): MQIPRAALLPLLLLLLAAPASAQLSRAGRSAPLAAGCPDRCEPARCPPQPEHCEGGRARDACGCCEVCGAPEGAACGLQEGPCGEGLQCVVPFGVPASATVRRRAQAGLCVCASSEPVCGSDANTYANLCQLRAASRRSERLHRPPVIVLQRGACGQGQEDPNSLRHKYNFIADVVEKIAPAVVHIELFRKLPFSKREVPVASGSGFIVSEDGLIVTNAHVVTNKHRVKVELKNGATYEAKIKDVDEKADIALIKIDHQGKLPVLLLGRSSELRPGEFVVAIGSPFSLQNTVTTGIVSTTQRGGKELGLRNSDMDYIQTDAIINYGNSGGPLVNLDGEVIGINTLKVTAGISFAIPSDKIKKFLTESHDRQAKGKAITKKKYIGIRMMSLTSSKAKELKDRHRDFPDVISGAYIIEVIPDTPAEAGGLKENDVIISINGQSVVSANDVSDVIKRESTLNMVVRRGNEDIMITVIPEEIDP
* hit, by the source's call. These rows are one share of the data, so the mix of outcomes need not match the whole.

`CCN(CC)CCCNC(=O)CSc1nc(-c2ccc(F)cc2)cc(C(F)(F)F)n1` gave UHRF1 binding -1, ABHD4 inh -4, TCR CD3 inh -2, SIAE inh -2, NPR2 activator -2, PRMT1 inh -2, rCAG RNA binder -2, GC-A act 4, MBD2 DNA inh 0 and HTRA1 inhibitor 3.
`Cc1ccccc1CCNC(=O)C1CCC(=O)N(CCc2cccc(F)c2)C1` (centres undefined) gave UHRF1 binding -3, ABHD4 inh -3, TCR CD3 inh 9, SIAE inh 2, NPR2 activator 0, PRMT1 inh -1, rCAG RNA binder -7, GC-A act 1, MBD2 DNA inh 1 and HTRA1 inhibitor -4.
`COc1cccc(OC)c1OCC(O)CN1CCN(c2ccc(F)cc2)CC1` (centres undefined) gave UHRF1 binding 0, ABHD4 inh -1, TCR CD3 inh -2, SIAE inh 4, NPR2 activator 1, PRMT1 inh -5, rCAG RNA binder 3, GC-A act -1, MBD2 DNA inh -3 and HTRA1 inhibitor 11.
COc1ccccc1C=NN1C(=O)CSC1=S was read as UHRF1 binding -7, ABHD4 inh 7, TCR CD3 inh -1, SIAE inh -3, NPR2 activator 3, PRMT1 inh 16, rCAG RNA binder 7, GC-A act 4, MBD2 DNA inh 1 and HTRA1 inhibitor 3.
Screening CC1(C)Cc2c(sc(NC(=O)c3ccc(C(=O)c4ccccc4)cc3)c2C#N)C(C)(C)N1 returned UHRF1 binding -3, ABHD4 inh 5, TCR CD3 inh 3, SIAE inh 1, NPR2 activator 4, PRMT1 inh -2, rCAG RNA binder -1, GC-A act 1, MBD2 DNA inh -4 and HTRA1 inhibitor -2.
Screening O=C(NCc1ccco1)c1ccccc1NS(=O)(=O)c1ccc(Br)s1 returned UHRF1 binding 6, ABHD4 inh -12, TCR CD3 inh -7, SIAE inh -2, NPR2 activator 0, PRMT1 inh 8, rCAG RNA binder 44*, GC-A act -5, MBD2 DNA inh 0 and HTRA1 inhibitor -7.
Screening COc1ccc(-n2nnnc2C(c2cccc3ccccc23)N2CCN(C/C=C/c3ccccc3)CC2)cc1 (centres undefined) returned UHRF1 binding -1, ABHD4 inh 7, TCR CD3 inh 11, SIAE inh -5, NPR2 activator -14, PRMT1 inh -6, rCAG RNA binder 11, GC-A act 2 and MBD2 DNA inh -3.
For Cc1ccn2cc(-c3ccc(O)c(O)c3)nc2c1 the results were UHRF1 binding 6, ABHD4 inh 26, TCR CD3 inh 34*, SIAE inh 6, NPR2 activator -3, PRMT1 inh 18, rCAG RNA binder 6, GC-A act -5, MBD2 DNA inh 1 and HTRA1 inhibitor 44*.
C=CCSc1nnc(CC(OC)OC)n1-c1ccccc1 was read as UHRF1 binding 2, ABHD4 inh -5, TCR CD3 inh 0, SIAE inh 0, NPR2 activator 0, PRMT1 inh 8, rCAG RNA binder -5, GC-A act -4, MBD2 DNA inh 0 and HTRA1 inhibitor -3.
Screening COCCN1C(=O)c2ccccc2C(C(=O)NCC2CCCO2)C1c1c[nH]c2ccccc12 (centres undefined) returned UHRF1 binding -2, ABHD4 inh -2, TCR CD3 inh 1, SIAE inh 1, NPR2 activator -2, PRMT1 inh -1, rCAG RNA binder -4, GC-A act -5, MBD2 DNA inh 0 and HTRA1 inhibitor -1.
CCOc1cc(/C=C2\N=C(SC(C)C(N)=O)N(c3ccc(OC(F)F)cc3)C2=O)ccc1O (centres undefined) was read as UHRF1 binding -5, ABHD4 inh -22, TCR CD3 inh 1, SIAE inh -7, NPR2 activator -3, PRMT1 inh -13, rCAG RNA binder -17, GC-A act 9, MBD2 DNA inh 2 and HTRA1 inhibitor -15.
For CCOc1ccccc1Nc1nnc(SCC(=O)Nc2nc(-c3ccc(OC)cc3)cs2)s1 the results were UHRF1 binding 0, ABHD4 inh -10, TCR CD3 inh 6, SIAE inh -15, NPR2 activator 0, PRMT1 inh 2, rCAG RNA binder 10, GC-A act -1, MBD2 DNA inh 1 and HTRA1 inhibitor -24.
FC(F)(F)Oc1ccccc1C(c1nnnn1C1CCCC1)N1CCN(C/C=C/c2ccccc2)CC1 (centres undefined) was read as UHRF1 binding 1, ABHD4 inh 10, TCR CD3 inh 3, SIAE inh -3, NPR2 activator -7, PRMT1 inh 0, rCAG RNA binder 0, GC-A act -3 and MBD2 DNA inh -6.
For O=c1cc(-c2ccccc2)nc2n1Cc1ccccc1-2 the results were UHRF1 binding -8, ABHD4 inh -2, TCR CD3 inh 0, SIAE inh 2, NPR2 activator 0, PRMT1 inh -5, rCAG RNA binder -1, GC-A act 4, MBD2 DNA inh -6 and HTRA1 inhibitor -1.
For Cc1ccc(S(=O)(=O)NCC(=O)OCc2nnc(-c3ccccc3)o2)cc1 the results were UHRF1 binding 0, ABHD4 inh -3, TCR CD3 inh 0, SIAE inh -3, NPR2 activator 0, PRMT1 inh -1, rCAG RNA binder -1, GC-A act -1, MBD2 DNA inh -2 and HTRA1 inhibitor 1.
Cc1[nH]ccc(=O)c1OCc1ccccc1 was read as UHRF1 binding 0, ABHD4 inh -3, TCR CD3 inh -4, SIAE inh -4, NPR2 activator 5, PRMT1 inh 2, rCAG RNA binder 4, GC-A act 2, MBD2 DNA inh 2 and HTRA1 inhibitor 1.
For CCS(=O)(=O)N1Cc2ccccc2CC1C(=O)NCCc1ccccc1 (centres undefined) the results were UHRF1 binding -1, ABHD4 inh 5, TCR CD3 inh 3, SIAE inh 5, NPR2 activator 0, PRMT1 inh 0, rCAG RNA binder 18, GC-A act 0, MBD2 DNA inh -1 and HTRA1 inhibitor -14.
For COc1cc(C2=NOC(C(=O)NCc3cccnc3)C2)cc(OC)c1OC (centres undefined) the results were UHRF1 binding 3, ABHD4 inh -1, TCR CD3 inh -8, SIAE inh 0, NPR2 activator 1, PRMT1 inh -2, rCAG RNA binder -4, GC-A act -3, MBD2 DNA inh -3 and HTRA1 inhibitor 6.
Screening CCOC(=O)c1[nH]c(C)c(/C(O)=C2\C(=O)C(=O)N(CCCn3ccnc3)C2c2ccncc2)c1C (centres undefined) returned UHRF1 binding 11, ABHD4 inh 5, TCR CD3 inh 4, SIAE inh -2, NPR2 activator 3, PRMT1 inh 0, rCAG RNA binder -1, GC-A act 1, MBD2 DNA inh 5 and HTRA1 inhibitor 2.
O=C(COC(=O)CCOc1ccccc1)Nc1cc(S(=O)(=O)N2CCCCC2)ccc1Cl was read as UHRF1 binding 6, ABHD4 inh -4, TCR CD3 inh -5, SIAE inh -2, NPR2 activator 3, PRMT1 inh -4, rCAG RNA binder 1, GC-A act -1, MBD2 DNA inh 1 and HTRA1 inhibitor -13.
For O=C(CN1CCN(C(=O)c2ccccc2)CC1)Nc1ccccc1 the results were UHRF1 binding 1, ABHD4 inh 1, TCR CD3 inh 0, SIAE inh 5, NPR2 activator 1, PRMT1 inh -3, rCAG RNA binder 0, GC-A act 2, MBD2 DNA inh -7 and HTRA1 inhibitor 6.
Screening C=CCn1c(SCC(=O)Nc2ccc(F)cc2)nc2cc(C(=O)O)ccc2c1=O returned UHRF1 binding 0, ABHD4 inh 0, TCR CD3 inh 3, SIAE inh -3, NPR2 activator 2, PRMT1 inh 0, rCAG RNA binder 16, GC-A act 2, MBD2 DNA inh 2 and HTRA1 inhibitor -11.
CC1=C(C(=O)OCC(C)C)C(c2cc3c(cc2Br)OCO3)NC(=O)N1C (centres undefined) was read as UHRF1 binding -3, ABHD4 inh -3, TCR CD3 inh -5, SIAE inh 2, NPR2 activator -13, PRMT1 inh 0, rCAG RNA binder 1, GC-A act -11, MBD2 DNA inh 4 and HTRA1 inhibitor -11.
For Cc1cc(O)cc(O)c1C(=O)Cc1cscn1 the results were UHRF1 binding 1, ABHD4 inh 3, TCR CD3 inh 2, SIAE inh 9, NPR2 activator 2, PRMT1 inh -1, rCAG RNA binder 0, GC-A act 5, MBD2 DNA inh 1 and HTRA1 inhibitor 7.
Screening O=C(NC(=O)c1cccc(F)c1)OC[C@@H]1CCCN2CCCC[C@H]12 returned UHRF1 binding -2, ABHD4 inh -3, TCR CD3 inh -2, SIAE inh 6, NPR2 activator 3, PRMT1 inh -2, rCAG RNA binder -2, GC-A act 2, MBD2 DNA inh -4 and HTRA1 inhibitor -3.
CSc1ccc(NC(=O)NN(c2ccccc2)C2CCS(=O)(=O)C2)cc1 (centres undefined) was read as UHRF1 binding 2, ABHD4 inh -6, TCR CD3 inh -8, SIAE inh 5, NPR2 activator 6, PRMT1 inh 2, rCAG RNA binder 1, GC-A act 2, MBD2 DNA inh 0 and HTRA1 inhibitor 1.
For C/C(=N/NC(=O)CNC(=O)c1ccco1)c1ccc(Cl)cc1 the results were UHRF1 binding -1, ABHD4 inh -3, TCR CD3 inh 14, SIAE inh 1, NPR2 activator -4, PRMT1 inh -1, rCAG RNA binder -2, GC-A act 0, MBD2 DNA inh -2 and HTRA1 inhibitor 4.

5 structures out of the list, ordered by length of the SMILES, falling.
Screening CC1(C)Cc2c(sc(NC(=O)c3ccc(C(=O)c4ccccc4)cc3)c2C#N)C(C)(C)N1 returned UHRF1 binding -3, ABHD4 inh 5, TCR CD3 inh 3, SIAE inh 1, NPR2 activator 4, PRMT1 inh -2, rCAG RNA binder -1, GC-A act 1, MBD2 DNA inh -4 and HTRA1 inhibitor -2.
O=C(COC(=O)CCOc1ccccc1)Nc1cc(S(=O)(=O)N2CCCCC2)ccc1Cl was read as UHRF1 binding 6, ABHD4 inh -4, TCR CD3 inh -5, SIAE inh -2, NPR2 activator 3, PRMT1 inh -4, rCAG RNA binder 1, GC-A act -1, MBD2 DNA inh 1 and HTRA1 inhibitor -13.
CC1=C(C(=O)OCC(C)C)C(c2cc3c(cc2Br)OCO3)NC(=O)N1C (centres undefined) was read as UHRF1 binding -3, ABHD4 inh -3, TCR CD3 inh -5, SIAE inh 2, NPR2 activator -13, PRMT1 inh 0, rCAG RNA binder 1, GC-A act -11, MBD2 DNA inh 4 and HTRA1 inhibitor -11.
CSc1ccc(NC(=O)NN(c2ccccc2)C2CCS(=O)(=O)C2)cc1 (centres undefined) was read as UHRF1 binding 2, ABHD4 inh -6, TCR CD3 inh -8, SIAE inh 5, NPR2 activator 6, PRMT1 inh 2, rCAG RNA binder 1, GC-A act 2, MBD2 DNA inh 0 and HTRA1 inhibitor 1.
C=CCSc1nnc(CC(OC)OC)n1-c1ccccc1 was read as UHRF1 binding 2, ABHD4 inh -5, TCR CD3 inh 0, SIAE inh 0, NPR2 activator 0, PRMT1 inh 8, rCAG RNA binder -5, GC-A act -4, MBD2 DNA inh 0 and HTRA1 inhibitor -3.
